Assay outcomes (PubChem BioAssay)
LRH-1 inv ag: NR5A2 inverse agonism in reporter assay | O00482 | HEK293T StAR-luciferase reporter, LRH-1 transfected, 24 h | inhibition, % at 3.6 µM | 360,000 tested, 0.13% active | AID 602396;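 active = inhibition above the mean inhibition of all tested compounds plus 3 SD, cut at about 73% in these data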;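 also: 0% = DMSO wells and 100% = reporter-only cells lacking LRH-1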
NCOA3 inh: inhibitors of human steroid receptor coactivator 3 (SRC3) | inhibition, % at 3.6 µM | 360,000 tested, 0.17% active | HEK293 GAL4-SRC3 luciferase reporter, luminescence;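 active = inhibition above a per-campaign cutoff, the mean of all compounds plus 3 SD, cut at about 60% in these data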;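 also: 0% = DMSO-treated cells and 100% = gossypol-treated cells at 36 µM; higher means less SRC3-driven luciferase light from the GAL4 reporter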
LMP1 NFkB inh: inhibitors of Epstein-Barr LMP1-induced NF-kappaB reporter; LMP1-induced NF-kappaB luciferase reporter cells, luminescence; inhibition, % at 12.5 µM; 350,000 tested, 0.69% active; in the data active = inhibition above about 41%;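 also: 0% = neutral control wells and 100% = reference inhibitor control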
SRC2 inh: inhibits human steroid receptor coactivator 2. HEK293 GAL4-SRC2 luciferase reporter, luminescence. AID 651957. 370,000 tested, 0.17% active. inhibition, % at 9 µM;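 active = inhibition above the mean inhibition of all tested compounds plus 3 SD, set per campaign, cut at about 52% in these data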;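 also: 0% = DMSO treated cells and 100% = cells given Gossypol at 36 µM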
Target sequence (Q15596 whole entry, looked up, the tested form may be a part): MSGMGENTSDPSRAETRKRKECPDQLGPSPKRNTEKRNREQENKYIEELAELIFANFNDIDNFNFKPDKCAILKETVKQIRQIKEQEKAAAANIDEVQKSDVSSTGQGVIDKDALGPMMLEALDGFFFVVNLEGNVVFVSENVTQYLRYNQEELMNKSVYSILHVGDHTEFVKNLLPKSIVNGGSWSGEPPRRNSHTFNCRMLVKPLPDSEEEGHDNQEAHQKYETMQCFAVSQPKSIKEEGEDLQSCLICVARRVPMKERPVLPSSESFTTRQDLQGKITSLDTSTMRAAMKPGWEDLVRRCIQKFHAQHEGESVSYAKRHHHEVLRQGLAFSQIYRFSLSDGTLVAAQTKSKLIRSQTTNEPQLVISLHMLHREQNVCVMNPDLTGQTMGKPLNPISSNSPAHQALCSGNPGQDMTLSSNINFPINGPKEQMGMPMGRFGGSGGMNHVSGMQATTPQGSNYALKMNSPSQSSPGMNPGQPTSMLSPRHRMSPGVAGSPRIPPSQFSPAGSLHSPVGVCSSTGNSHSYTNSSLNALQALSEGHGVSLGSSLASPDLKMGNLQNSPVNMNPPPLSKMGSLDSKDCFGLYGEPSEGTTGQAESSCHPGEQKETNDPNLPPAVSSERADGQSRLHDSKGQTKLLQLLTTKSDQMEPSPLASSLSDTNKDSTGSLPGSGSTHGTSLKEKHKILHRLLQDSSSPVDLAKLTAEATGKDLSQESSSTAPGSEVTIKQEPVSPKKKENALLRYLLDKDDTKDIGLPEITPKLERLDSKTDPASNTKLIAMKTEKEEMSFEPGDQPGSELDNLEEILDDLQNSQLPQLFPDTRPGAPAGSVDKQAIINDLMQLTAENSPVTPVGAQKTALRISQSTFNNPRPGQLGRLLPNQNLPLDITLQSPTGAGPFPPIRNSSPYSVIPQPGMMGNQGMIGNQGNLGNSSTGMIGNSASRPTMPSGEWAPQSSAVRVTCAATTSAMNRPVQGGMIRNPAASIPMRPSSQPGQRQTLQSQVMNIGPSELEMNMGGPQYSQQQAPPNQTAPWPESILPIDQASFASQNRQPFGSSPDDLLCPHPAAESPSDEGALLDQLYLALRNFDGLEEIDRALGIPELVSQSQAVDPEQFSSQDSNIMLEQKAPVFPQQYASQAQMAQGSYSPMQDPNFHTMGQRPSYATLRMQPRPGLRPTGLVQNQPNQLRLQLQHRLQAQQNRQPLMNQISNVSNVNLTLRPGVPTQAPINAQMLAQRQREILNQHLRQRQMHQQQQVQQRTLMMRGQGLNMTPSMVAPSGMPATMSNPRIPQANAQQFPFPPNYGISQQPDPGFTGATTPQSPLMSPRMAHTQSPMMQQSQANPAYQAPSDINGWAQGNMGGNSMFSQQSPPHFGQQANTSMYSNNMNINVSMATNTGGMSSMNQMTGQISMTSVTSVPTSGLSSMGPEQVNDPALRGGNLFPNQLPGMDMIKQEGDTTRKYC
TROY signal inh: blocks TROY-dependent signaling in reporter cells. AID 1347056. Q293 LMP1-TROYcd NF-kB luciferase reporter, 4 h. 360,000 tested, 0.98% active. inhibition, % at 10 µM;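 active = compounds whose plate-normalised and pattern-corrected inhibition of the luciferase reporter signal at the single screening dose is 50% or more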
TWEAK-Fn14 inh: blocks TWEAK-Fn14 interaction in a reporter cell assay | inhibition, % at 10 µM | 360,000 tested, 2% active | TWEAK-stimulated Fn14 reporter cells, luciferase luminescence, 8 h; in the data active = inhibition above about 50%
TRAIL sens C8: sensitizes caspase-8 expressing cells to TRAIL. inhibition (viability loss, TRAIL sensitization), % at 10 µM. 360,000 tested, 1% active. NB7+C8 cells + TRAIL, ATPlite viability luminescence;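 active = compounds causing at least 50% loss of cell viability in the single-dose screen, relative to plate controls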
TLR9-MyD88 inh: TLR9-MyD88 interaction inhibition; Q9NR96+Q99836; CHO BLA complementation TLR9-MyD88, CCF4 FRET ratio; inhibition, % at 4.98 µM; 340,000 tested, 0.21% active; AID 504734;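 active = inhibition above the mean over all tested compounds plus 3 SD, cut at about 21% in these data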;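 also: 0% = DMSO only wells and 100% = clavulanate BLA inhibitor control wells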
SRC1 inh: inhibits human SRC1 coactivator | HEK293 GAL4-SRC1 luciferase reporter, luminescence | AID 588354 | Q15788 | inhibition, % at 3.6 µM | 360,000 tested, 0.12% active;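 active = inhibition above the campaign mean plus 3 SD, with each screening campaign given its own cutoff, cut at about 60% in these data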;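 also: 0% = DMSO treated cells and 100% = gossypol at 36 µM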
NOD2-RIPK2 inh: inhibitors of human NOD2-RIPK2 interaction; CHO BLA complementation NOD2-RIPK2, CCF4 ratio; inhibition, % at 4.98 µM; AID 624267; 360,000 tested, 0.38% active; O43353; in the data active = inhibition above about 21%;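 also: 0% = vehicle only and 100% = reference blocker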
NR2F2 inh: inhibitors of human COUP-TFII (NR2F2); inhibition, % at 8.6 µM; AID 686940; 370,000 tested, 0.7% active; HEK293T NGFI-A luciferase reporter, luminescence;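 active = inhibition above a per-plate cutoff, mean inhibition of test wells between control levels plus 3 SD, cut at about 38% in these data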;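 also: cells cotransfected with COUP-TFII expression vector driving the NGFI-A reporter; 0% = median of COUP-TF2 test wells and 100% = reporter-only cells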
The depositor's hits bear a star; x = no result given.

mol,LRH-1 inv ag,NCOA3 inh,LMP1 NFkB inh,SRC2 inh,TROY signal inh,TWEAK-Fn14 inh,TRAIL sens C8,TLR9-MyD88 inh,SRC1 inh,NOD2-RIPK2 inh,NR2F2 inh
O=[N+]([O-])c1cc([N+](=O)[O-])c(Oc2cc(F)ccc2F)cc1NN1CCCCC1,-5,-14,-16,-12,-7,-11,14,0,5,-4,2
CC1=C(C(=O)N(C(C)C)C(C)C)CC(CC(=O)NCCCCc2ccccc2)C(=O)N1CCC1=CCCCC1 (configuration not stated),20,26,x,-19,24,24,17,x,-1,9,7
CCC[C@@H](CN1CCC[C@H]1CN1C(N)=NC[C@H]1CC(C)C)N1C[C@@H](Cc2ccccc2)N(CCc2ccc(Cl)c(Cl)c2)C1=N,-3,1,-2,-8,-9,-7,3,0,-14,-5,-6
COc1cc(/C(C)=N/NC(=O)CSc2nncn2C)ccc1OCc1ccccc1Cl,-4,-5,-6,-11,-8,-16,-7,-15,7,1,2
O=C1c2ccccc2C(=O)N1CCCc1nc2ccccc2c(=O)n1CCCn1ccnc1,1,2,4,-11,-2,-7,-17,-4,-38,1,10
C=CCn1c(C)cc(C)c(C#N)c1=O,-2,6,1,-1,-9,6,-9,6,6,2,2
O=C(Nc1ccccc1C(=O)Nc1ccc(Br)cn1)c1ccccc1Cl,13,-3,-2,13,-13,20,-5,-4,9,-9,10
CCOc1ccc(OCCC(=O)N(CC)CC(=O)Nc2c(F)cccc2F)cc1,2,-11,3,24,-32,-4,13,1,1,-8,-10
CC(C)CCNCC(O)CON=C1c2ccccc2-c2ccccc21 (configuration not stated),11,6,-24,2,-47,-39,-6,-3,5,-4,5
COc1cc(C(C)=O)ccc1OCC(=O)NCc1ccccc1CN1CCCC1,-21,-12,-9,-39,-16,2,1,2,-35,4,-13
COc1ccc(-n2c(Cc3cc(=O)[nH]c(=O)[nH]3)nnc2SCC(=O)N2CCC(C)CC2)cc1,-4,11,-1,-23,-5,11,6,2,12,-6,0
O=C(CCCc1ccccc1)Nc1cccc([N+](=O)[O-])c1,-53,-59,-21,-48,-46,-21,-23,1,-72,-4,-57
O=C(Oc1cccnc1)c1cc(S(=O)(=O)N2CCCCC2)ccc1Cl,1,-3,-6,-7,4,3,-15,-10,2,-6,-8
Cc1ccc(/C=c2/sc3nnc(-c4ccccc4Cl)n3c2=O)o1,-3,-1,-5,10,-21,-6,-3,0,-23,-2,-9
COc1ccc(OC)c(CNC(=O)CCCc2cn(C)c3ccccc23)c1,-28,-21,-5,4,7,-7,0,-8,-4,1,12

(continued)
mol,LRH-1 inv ag,NCOA3 inh,LMP1 NFkB inh,SRC2 inh,TROY signal inh,TWEAK-Fn14 inh,TRAIL sens C8,TLR9-MyD88 inh,SRC1 inh,NOD2-RIPK2 inh,NR2F2 inh
CNC(=S)n1cnc(N)n1,-1,7,2,14,-7,4,-9,-6,6,7,-1
O=C(Nc1ccc(F)cc1)C1CCN(c2ncnc3c2nc2n3CCCCC2)CC1,-16,7,7,11,7,-25,-12,-11,9,-12,3
COc1ccc(-c2cc(C(=O)Nc3ccccc3O)c3ccccc3n2)cc1OC,20,14,19,12,-2,9,-12,6,10,-13,-6
COc1ccc(-c2sc3ccc(OC)cc3c2-c2ccc(OC)nc2)cc1,3,12,-12,-9,-20,9,19,-7,-2,2,-2
CC(C)c1ccc(/C=N/NC(=O)CC(=O)NC2CCCCC2)cc1,7,-6,1,-23,-12,8,1,4,-11,-6,-12
COc1cc(CCNc2ccc3nnc(-c4ccccc4)n3n2)cc(OC)c1OC,48,8,-12,-26,11,-7,7,2,-13,-5,-20
c1ccc(Cn2ccc(-c3cnc(-c4ccccc4)s3)n2)cc1,-120,-83,-31,-85,14,50,20,-3,-114,-10,-27
Cn1nc(CC(=O)N2CCN(c3ccccc3)CC2)c2ccccc2c1=O,-7,4,11,-1,-5,9,13,3,-3,-1,8
CCCCN1C2=NCCCN2c2cc(C)c(C)cc21,9,5,-9,-14,-14,14,16,-8,14,1,-13
O=C(NCCCCNC(=O)c1ccc(Br)s1)c1ccc(Br)s1,-9,-23,-4,-23,-21,-13,17,-5,-14,-12,18
CSc1ncnc2ncn(C)c12,15,8,6,-10,-5,7,-10,-1,5,3,15
CCNC(=S)NNC(=O)c1csc2ccccc12,-17,0,5,-4,-11,0,4,-4,-2,-6,-3
CCN1CCCC1CN(Cc1cc2ccc(C)cc2[nH]c1=O)C(=S)Nc1ccccc1OC (configuration not stated),6,11,-7,1,14,18,7,3,-28,-4,12
O=c1oc2c3c4c(cc2s1)CCCN4CCC3,15,-4,0,-16,-4,5,-1,10,-7,-11,7
CCOc1ccc(C(=O)Nc2ccc(S(=O)(=O)NCC3CCCO3)cc2)cc1OCC (configuration not stated),5,-14,5,8,-3,-16,12,1,-4,4,13

The results go on.
mol,LRH-1 inv ag,NCOA3 inh,LMP1 NFkB inh,SRC2 inh,TROY signal inh,TWEAK-Fn14 inh,TRAIL sens C8,TLR9-MyD88 inh,SRC1 inh,NOD2-RIPK2 inh,NR2F2 inh
Nc1nnnn1/N=C/c1cc(Cl)cc(Cl)c1OCc1ccc(Cl)cc1Cl,7,-5,-84,-8,3,-16,5,4,-4,-3,9
Cc1cn([C@H]2C[C@H](O)[C@@H](CCC(=O)NC(c3ccccc3)c3ccccc3)O2)c(=O)[nH]c1=O,13,-10,-10,-9,-15,8,8,-5,-8,-5,1
COc1ccccc1Nc1nc(NCCO)nc(N2CCCC2)n1,23,18,2,10,-20,-8,12,-8,9,12,-1
CCc1nc2c(OCc3ccc(C(F)(F)F)cc3)cccn2c1N(C)C(=O)C(C)C,-22,-20,x,-14,-42,-24,21,x,-6,-5,10
CN(C)CCCNCCCNC(=O)/C=N/O,-15,10,-10,-9,-18,-1,0,-7,-24,9,-14
O=C(NC(c1ccccc1)c1ccccc1)N1CCOCC1,6,-8,1,-41,-4,3,-7,12,-3,-7,-9
O=C(OCc1ccccc1)N1CCC2CC1c1c(-c3ccc(C(F)(F)F)cc3)cccc12 (configuration not stated),-13,0,-10,13,-13,-4,0,-12,-3,-1,12
COc1ccc(NC(=O)CSc2nnc(-c3ccccc3C)n2N)cc1OC,-18,-8,-5,-8,-5,-3,-6,9,-9,2,-6
COc1cc(C#Cc2c(-c3cncn3C)n(C)c3ccc(-c4cnc(OC)nc4)cc23)cc(OC)c1,12,25,-14,21,8,23,18,-9,13,1,45*
O=C(NCc1cccnc1)Nc1cccc(Cl)c1Cl,0,12,-4,-3,-16,9,-38,-5,-12,7,-2
COc1ccc(OCc2nnc(SCC(=O)N3CCCCC3)o2)cc1,-5,1,-8,-19,-41,-24,-9,0,-1,-12,7
O=C(NC1CCCCCCC1)C1CCN(c2nc3ccccc3o2)CC1,18,16,6,19,39,33,10,3,3,4,0
O=C(NCCCN1CCOCC1)/C(=C/c1ccco1)NC(=O)c1ccccc1,-4,5,0,-13,2,0,-1,-5,-30,-5,-1
Cc1ccc(Sc2ncnc3onc(C)c23)c(C)c1,5,4,21,-7,14,37,-2,-6,3,-9,5
COC(=O)[C@H](CCSC)NC(=O)Nc1ccc(C(C)C)cc1,22,-8,-12,-23,-9,1,-9,5,-3,-1,-45

Going on with the list:
mol,LRH-1 inv ag,NCOA3 inh,LMP1 NFkB inh,SRC2 inh,TROY signal inh,TWEAK-Fn14 inh,TRAIL sens C8,TLR9-MyD88 inh,SRC1 inh,NOD2-RIPK2 inh,NR2F2 inh
O=[N+]([O-])c1cccc(/C=N/Nc2nc(N3CCOCC3)nc(N3CCOCC3)n2)c1,-8,5,17,-8,-5,-9,-7,6,7,-16,-8
O=C(NCCC1=CCCCC1)C1CCN(S(=O)(=O)N2CCOCC2)CC1,4,4,-8,-7,-8,-4,-1,-6,8,-13,-1
Cc1c(NS(=O)(=O)c2cccc(C(=O)N3CCC(C(N)=O)CC3)c2)c(=O)n(-c2ccccc2)n1C,6,27,-1,-2,-31,6,-18,-6,8,-21,-9
Cc1c(NC(=O)/C=C/c2cn(-c3ccccc3)nc2-c2ccc(F)cc2)c(=O)n(-c2ccccc2)n1C,13,14,-6,-26,4,-14,48,-6,3,5,-4
CCOC(=O)c1c(C)[nH]c(N=Nc2ccc(C)cc2C)c1C,-22,-41,-13,-34,-33,-10,0,7,-32,0,-26
Cc1noc(C)c1COc1ccc(C(=O)N2CCC(C(N)=O)CC2)cc1,-12,16,-2,2,-7,24,-3,2,-11,-8,-18
O=C(Nc1ccc2c(c1)OCCO2)NC1(C(F)(F)F)Oc2ccccc2O1,37,22,5,50,28,89*,18,9,-34,-20,-48
O=C(COc1ccc(C(=O)Nc2ccc(Cl)cc2)cc1)NCc1ccccc1,-4,3,-9,-12,-10,-22,2,12,-18,-11,-20
C=C1C(=O)N(C)CCC1C(CC)C(=O)OC (configuration not stated),5,1,4,7,-10,-5,2,-4,-7,6,12
O=[N+]([O-])c1ccccc1/C=C/C=N/n1c(-c2ccc(Cl)cc2)n[nH]c1=S,6,-16,-1,-25,4,-6,5,5,-7,-9,-8
CCN(CC)CCNc1nc(-c2ccc(OC(F)F)cc2)c(C)s1,-6,9,-2,4,-11,1,9,-10,-34,5,-12
O=C(O)CSCC(=O)NCc1c(Cl)cccc1Oc1ccccc1,4,11,-2,9,24,-7,17,15,7,-5,17
COc1ccc(NC(=O)CN(C)C(=O)c2cc(C3CC3)nn2-c2ccccc2)cc1,-11,-7,-7,23,2,-15,3,-3,-9,-3,16
Cc1cccc(-n2c(N)cc(=O)nc2SCC(=O)NC2CCCCC2)c1,0,-14,-7,x,-12,8,-19,-2,13,-6,x
CCOC(=O)c1ccccc1NC(=O)COC(=O)Cc1ccccc1F,1,-13,-3,7,13,1,3,2,1,1,-7

Later entries:
mol,LRH-1 inv ag,NCOA3 inh,LMP1 NFkB inh,SRC2 inh,TROY signal inh,TWEAK-Fn14 inh,TRAIL sens C8,TLR9-MyD88 inh,SRC1 inh,NOD2-RIPK2 inh,NR2F2 inh
CCC(C(=O)OC)n1cnc2c(nnn2-c2ccccc2)c1=O (configuration not stated),30,6,-7,-1,-20,9,8,1,2,-6,-1
NC(=O)NC(=O)CC1S/C(=N/N=C/c2ccccc2)NC1=O (configuration not stated),-4,21,24,10,-22,22,7,3,7,11,7
O=C(CSc1ccccn1)N1CCN(S(=O)(=O)c2ccc(Cl)cc2)CC1,-1,1,-9,-4,2,4,3,2,-8,-5,-4
CCOc1ccc(Nc2cc(C)nc3nc(C)nn23)cc1,19,5,6,-17,-1,-6,-17,-14,-4,4,-15
O=C(CSc1nc2cc(S(=O)(=O)N3CCOCC3)ccc2o1)Nc1c(F)cccc1F,2,2,-2,19,-3,-5,-7,-15,-1,-2,-7
COc1ccc(C)cc1NC(=O)C1CCN(S(=O)(=O)c2c(C)noc2C)CC1,-2,-12,-4,24,10,17,3,-11,1,-3,2
CC(C)(CO)CNC(=O)CCc1nnc(CCCc2ccccc2)o1,-11,-22,-11,-25,-36,-11,-7,-5,-5,-11,10
O=C(Nc1cccc(S(=O)(=O)N2CCCCC2)c1)C1CC(=O)N(Cc2ccco2)C1 (configuration not stated),-19,17,0,17,0,3,10,-10,-4,-9,-4
Cn1c2ccc(F)cc2c2ncn(CC3CCCO3)c(=O)c21 (configuration not stated),-6,1,8,-4,-22,1,4,-4,-13,-12,-16
C=CCn1c(C)c(C(C)=O)c(N2CCN(C(c3ccccc3)c3ccccc3)CC2)nc1=S,6,3,55*,14,2,13,5,8,15,3,19

This is a subset, so the mix of outcomes need not match the whole.
